Screens as filed in PubChem BioAssay.
Rhodamine fluor: qHTS Assay for Spectroscopic Profiling in Rhodamine Spectral Region | Rhodamine-region fluorescence, 547/598 nm, Tris buffer; active compounds read high | max dye-equivalent concentration, M | 59,000 compounds, 0.05% hits | AID 594, 2007; in the data active means max dye-equivalent concentration above about 11 nM; inconclusive means between about 1.1 nM and that limit
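Compound fluorescence in 100 mM Tris, pH 8.0, read after 15 min at room temperature with 547 nm excitation and 598 nm emission. Output is dye-equivalent concentration from an on-plate rhodamine standard series.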
4-MU autofl: qHTS Assay for Spectroscopic Profiling in 4-MU Spectral Region; compound autofluorescence, 340/450 nm, 4-MU equivalents; active compounds read high; AID 589, 2007; 59,000 compounds, 11% hits; max dye-equivalent concentration, M; in the data active means max dye-equivalent concentration above about 10 nM; inconclusive means mostly about 1.1 nM to 9.6 nM
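Intrinsic fluorescence at 340/450 nm (ex/em) was read after 15 min at room temperature in pH 8.0, 100 mM Tris. Each compound concentration expressed as 4-MU-equivalent concentration from a six-point 4-MU standard series on each plate.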
TexasRed autofl: qHTS Assay for Spectroscopic Profiling in Texas Red Spectral Region | 59,000 compounds, 0.06% hits | Compound fluorescence, Texas Red channel, 547/618 nm; active compounds read high | max dye-equivalent concentration, M | AID 587, 2007; in the data active means max dye-equivalent concentration above about 10 nM; inconclusive means between about 1.1 nM and that limit
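qHTS profiling of intrinsic compound fluorescence; 100 mM Tris pH 8.0; 15 min RT; ex 547 / em 618 nm; response expressed as Texas Red dye-equivalent concentration from six-point plate standard.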
HADH2 inh: qHTS Assay for Inhibitors of HADH2 (Hydroxyacyl-Coenzyme A Dehydrogenase, Type II). 3-hydroxyacyl-CoA dehydrogenase type-2 (Homo sapiens), Q99714. recombinant HADH2, NADH fluorescence, beta-hydroxybutyryl-CoA. Potency, µM (series often up to 57.1 µM), without a hit: top-dose activity change, negative = inhibition, most hits filed as inhibitors. 73,000 compounds, 3.4% hits. AID 886, 2007; further: potency means the concentration at half of the fitted maximal effect; on the % scale 0 is the no-effect control and ±100 the full control effect; nearly all actives have a fitted effect of over 60% in size; many of its hits are not listed in these tables
Target sequence (Q99714 whole entry, looked up, one chain of several): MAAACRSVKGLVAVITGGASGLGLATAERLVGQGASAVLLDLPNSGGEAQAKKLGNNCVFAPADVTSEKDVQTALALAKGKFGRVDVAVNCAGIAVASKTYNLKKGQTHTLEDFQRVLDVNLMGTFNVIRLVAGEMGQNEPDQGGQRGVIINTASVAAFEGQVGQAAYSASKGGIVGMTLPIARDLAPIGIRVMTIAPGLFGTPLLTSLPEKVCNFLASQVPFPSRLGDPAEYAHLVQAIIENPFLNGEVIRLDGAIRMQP
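E. coli-expressed His-tagged HADH2 tested at 20 nM in alkaline Tris buffer (pH 9.0); oxidation of 90 uM beta-hydroxybutyryl-CoA with 1 mM NAD+ tracked fluorimetrically for 4 min.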
Hsp90 Hop PPI: qHTS Assay for Disrupters of an Hsp90 Co-Chaperone Interaction. 71,000 compounds, 0.44% hits. AlphaScreen TPR2A-His6 binding biotin-Hsp90 C-terminal peptide. Hsp90 C-terminal peptide / TPR2A (Hop) interaction, human. Potency, µM (series often up to 57 µM), for the others: at the top dose activity change, negative = inhibition; active means well fitted curve in either direction with a large enough effect; inconclusive means small, poorly fitted or top-dose-only effect, or another doubt; further: potency means the concentration at half of the fitted maximal effect; on the % scale 0 is the no-effect control and ±100 the full control effect; many of its hits are not listed in these tables
Fluorescein autfl: qHTS Assay for Spectroscopic Profiling in Fluorescein Spectral Region; Compound autofluorescence, 480/540 nm, fluorescein-equivalent; active compounds read high; max fluorescein-equivalent concentration, M; 59,000 compounds, 0.91% hits; AID 593, 2007; in the data active means max fluorescein-equivalent concentration above about 10 nM; inconclusive means between about 1.1 nM and that limit
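First, buffer (100 mM Tris, pH 8.0) dispensed; second, compounds and fluorescein standards pinned in; third, 15 min room-temperature incubation; finally, imaging at ex 480 nm/em 540 nm. Fluorescence normalized against the six-point fluorescein curve.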
Ub-GFP proteasome: Ubiquitin-GFP Assay | Ubiquitin-GFP reporter cells, proteasome inhibition, GFP fluorescence; response scale: untreated = 0%, 10 µM MG-132 = 100% | Potency, µM (highest dose often 45.9 µM), for inactives: at the top dose activation (GFP accumulation), actives largely listed as activators | 67,000 tested, under 10 active | AID 526, 2006; active means well fitted activation curve with a large enough effect, not every such curve was filed as active; inconclusive means small, poorly fitted or top-dose-only effect, or another doubt; inactive means no such curve, though single readings can be large or run the other way; further: potency means the concentration at half of the fitted maximal effect
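Proteasome block read as GFP accumulation: ubiquitin(G76V)-GFP U2OS cells exposed to compound (2.9 nM–46 uM) for 4 hr at 37 C. Normalization used untreated cells as 0% and 10 uM MG-132 as 100%; concentration-response curves fitted.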
HBB splice mod: qHTS Assay for Modulators of Hemoglobin Beta Chain Splicing. 65,000 compounds, 0.06% hits. HBB splicing reporter cell assay, activation; EGFP reporter with mutant IVS2-654 intron; response scale: normalised to 500 nM splice-correcting PNA. AID 925, 2007. Potency, µM (series often up to 46.1 µM), inactives show at the top dose activation, hits mostly activators; further: potency means the concentration at half of the fitted maximal effect; 0% is about no effect
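HeLa cells stably expressing EGFP interrupted by mutant beta-globin intron 2 (IVS2-654), 500/well in 2% FCS. Treated with compound for 2 days at 37C. Splicing correction scored as total well GFP intensity (488 nm excitation, 500-520 nm emission); 500 nM antisense PNA served as control.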
GFP derepression: qHTS Assay for Epigenetic Modulators; mouse C127i GFP locus derepression, cytometry, 30 h; Potency, µM (series often up to 46.1 µM), inactives show at the highest dose GFP derepression (activation); 68,000 compounds, 0.09% hits; AID 597, 2007; further: % of control where 0% means no effect
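Derepression screen: silenced CMV-GFP reporter in murine C127i cells, 30 h compound incubation at 37 C, washed cells imaged by laser-scanning cytometer to enumerate GFP-expressing objects of 20 to 120 um.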
DNA Pol III inh: qHTS Assay for Inhibitors of DNA Polymerase III Holoenzyme System | Potency, µM (series often up to 57.1 µM), inactives show top-dose activity change, negative = inhibition | 71,000 compounds, 0.25% hits | reconstituted DNA polymerase III holoenzyme replication, biochemical; further: potency means the concentration at half of the fitted maximal effect; on the % scale 0 is the no-effect control and ±100 the full control effect
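Reconstituted *E. coli* holoenzyme (0.35 nM Pol III, 1 nM beta, 154 nM SSB, 2 nM primase) was preincubated with compound for 15 min at RT. Synthesis on 1.4 nM ssM13Gori ran 35 min, then was stopped with PicoGreen/EDTA and read as dsDNA fluorescence.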
15-hLO inh: qHTS Assay for Inhibitors of 15-hLO (15-human lipoxygenase); purified 15hLO-1, xylenol orange hydroperoxide absorbance; AID 887, 2007; Polyunsaturated fatty acid lipoxygenase ALOX15 (Homo sapiens), P16050; 74,000 compounds, 1.4% hits; Potency, µM (doses to about 57.1 µM), for inactives: at the highest dose activity change, negative = inhibition, actives largely listed as inhibitors; further: potency means the concentration at half of the fitted maximal effect; on the % scale 0 is the no-effect control and ±100 the full control effect; nearly all actives have a fitted effect of over 55% in size
Target sequence (P16050 whole entry, looked up): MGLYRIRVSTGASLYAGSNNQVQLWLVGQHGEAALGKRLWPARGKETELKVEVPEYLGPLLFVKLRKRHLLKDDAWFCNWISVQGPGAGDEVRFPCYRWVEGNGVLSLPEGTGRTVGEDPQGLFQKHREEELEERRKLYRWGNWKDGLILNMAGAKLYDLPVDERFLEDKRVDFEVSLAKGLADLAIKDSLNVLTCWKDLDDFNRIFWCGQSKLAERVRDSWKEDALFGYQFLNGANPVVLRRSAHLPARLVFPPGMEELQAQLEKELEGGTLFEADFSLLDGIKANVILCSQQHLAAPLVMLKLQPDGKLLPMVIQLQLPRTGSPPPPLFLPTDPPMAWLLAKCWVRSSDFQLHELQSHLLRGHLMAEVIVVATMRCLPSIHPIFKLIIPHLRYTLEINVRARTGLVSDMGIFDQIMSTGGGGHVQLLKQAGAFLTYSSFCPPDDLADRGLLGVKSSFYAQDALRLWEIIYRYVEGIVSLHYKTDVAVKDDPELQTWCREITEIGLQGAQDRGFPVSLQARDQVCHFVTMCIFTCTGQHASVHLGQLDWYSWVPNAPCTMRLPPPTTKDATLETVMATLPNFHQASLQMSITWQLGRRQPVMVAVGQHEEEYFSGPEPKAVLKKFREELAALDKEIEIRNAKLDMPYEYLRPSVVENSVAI
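Hydroperoxide formed from arachidonic acid (50 uM) by purified human 15hLO-1 (40 nM) oxidizes ferrous iron, and the ferric-xylenol orange complex is read at 573 versus 405 nm. Compounds were preincubated 15 min; reaction ran 6 min at room temperature.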
Active calls of the source: *; i = inactive; ? = inconclusive; . = not tested or not shown; [ ] = dose if it differs, or a comment. Unless noted, the call rests on the fitted dose curve; in most records, active means well fitted curve in the direction sought with a large enough effect; inconclusive means small, poorly fitted or top-dose-only effect, or another doubt; inactive means no such curve, though single readings can be large; an effect the other way counts as inactive or inconclusive.

Second line of a record – Rhodamine fluor	4-MU autofl	TexasRed autofl	HADH2 inh	Hsp90 Hop PPI	Fluorescein autfl	Ub-GFP proteasome	HBB splice mod	GFP derepression	DNA Pol III inh	15-hLO inh
CCOC(=O)N1CCN(C(=O)c2cn(C)c3ccc(S(=O)(=O)N4CCCC4)cc3c2=O)CC1
    i	i	i	-12%	2%	?	2%	-2.6%	1%	-11%	10%
Cc1cc(C)nc(SCC(=O)Nc2cc(C)on2)n1
    .	.	.	-2%	-1%	.	-6%	-1.5%	-2%	7%	4%
COc1ccccc1CNC(=O)CN1CCN(Cc2ccc(Cl)cc2)C1=O
    .	.	.	5%	2%	.	-4%	-0.6%	0%	-2%	8%
O=C(c1ccco1)N1CCN(S(=O)(=O)c2ccc(S(=O)(=O)NC3CC3)cc2)CC1
    i	i	i	17%	0%	i	3%	0.2%	-1%	3%	-10%
COc1cccc(-c2cc(C(=O)N3CCCCCC3)no2)c1
    .	.	.	4%	1%	.	-6%	-0.4%	6%	2%	1%
COc1cc(N)c(Cl)cc1NC(=O)c1ccccc1
    .	.	.	18%	-6%	.	-14%	1.0%[9.22 µM]	-2%	-4%	3%
CS[C@@H](CC(=O)O)C(=O)O
    i	i	i	0%[11.4 µM]	-4%[11 µM]	?	3%[9.17 µM]	3.2%[9.22 µM]	0%[9.22 µM]	-8%[11.4 µM]	0%[11.4 µM]
CC(C)Cc1nc(N2CCN(C(=O)c3ccco3)CC2)c(C#N)c2c1CCC2
    i	2.6e-08M*	i	.	.	i	.	.	-2%[20.6 µM]	.	.
Cc1ccc(C)n1NC(=O)c1ccco1
    i	i	i	-3%	?	i	7%	-0.2%	2%	-4%	?
CCOc1cc(CNn2cnnc2)ccc1OCC(=O)NC1CCCCC1
    i	i	i	9%	-4%	?	1%	3.1%	6%	-4%	-9%
COC(=O)N1CCN(c2ccc(C(C)=O)cc2)CC1
    i	?	?	-1%	2%	i	2%	0.3%	2%	3%	-2%
Cc1ccccc1NC(=O)c1c(O)c2cccc3c2n(c1=O)CCC3
    i	8e-08M*	i	?	-1%	i	0%	3.8%	-1%	2%	-8%
Cn1c(=O)oc2cc(S(=O)(=O)NCc3ccco3)ccc21
    .	.	.	-21%	0%	.	-2%	0.8%	.	-7%	-1%
COc1ccc(CCNC(=O)c2nnn(CC(=O)Nc3ccccc3C)c2N)cc1OC
    i	i	i	4%	2%	i	-5%	-1.1%	0%	-6%	-11%
COc1ccc(Cl)cc1S(=O)(=O)Nc1cccc(C(=O)O)c1
    i	i	i	-15%	-2%	i	0%	.	-5%	4%	1%
C/C(N)=C(/C#N)C(=O)CSc1nnc(-c2ccc(OC(F)F)cc2)o1
    i	i	?	-6%	0%	i	-3%	-0.4%[57.5 µM]	1%	4%	-6%
Nn1c(SCC(=O)Nc2ccc(S(=O)(=O)N3CCCC3)cc2)nnc1C(F)(F)F
    i	i	i	4%	0%	i	-5%	0.6%[57.5 µM]	1%	-6%	12%
O=S(=O)(c1ccc(Br)s1)N1CCc2ccccc2C1
    i	i	i	-2%	?	?	-1%	-0.3%	2%	-4%	0%
Cc1cccc(-c2ccc(C=Nc3c(C)n(C)n(-c4ccccc4)c3=O)o2)c1
    i	i	i	-8%	?	i	-5%	.	-2%	-1%	-5%
Cc1nc(NC(=O)CSc2ccccc2N)sc1C
    i	i	?	-8%	0%	i	-1%	-0.3%[57.5 µM]	0%	-2%	-13%
O=C(CCOc1ccccc1)NCC(c1ccco1)N1CCCCC1 (stereo unspecified)
    i	2e-08M*	i	8%	1%	?	0%	-5.7%	-1%	-10%	-4%
COc1cccc(C2=NOC(C(=O)NC3CCCCC3)C2)c1 (stereo unspecified)
    i	i	i	1%	-6%	i	4%	-1.5%	2%	1%	5%
Cc1ccccc1NC(=O)CSc1nnc(Cc2cccn2C)n1-c1ccc(F)cc1
    .	.	.	-8%	-6%[2.3 µM]	.	-11%	0.3%	.	-8%	-11%
Cc1c(O)c(=O)n(-c2ccccc2)n1C
    i	i	i	-2%[25.6 µM]	0%[26 µM]	?	3%[20.5 µM]	0.8%[20.6 µM]	2%[20.6 µM]	-4%[25.6 µM]	?
CCOC(=O)c1c(NC(=O)CSc2nnc(CNC(=O)c3ccco3)n2C)sc2c1CCC2
    i	i	i	1%	-8%	?	3%	1.1%[0.369 µM]	0%	-2%	?
COc1cc(C(=O)Oc2ccccc2N)cc(OC)c1OC
    .	.	.	-10%[11.4 µM]	-6%[11 µM]	.	19%[9.17 µM]	-3.8%[0.0738 µM]	0%	-7%[11.4 µM]	1%[11.4 µM]
O=c1[nH]nc(Sc2ncnc3sccc23)n1CCc1ccccc1
    i	i	i	-5%	-5%	?	4%	-0.6%	1%	-2%	-2%
CN1CCCC2(CCN(S(=O)(=O)c3ccccc3)CC2)C1
    i	i	i	2%	5%	i	3%	0.7%	4%[9.22 µM]	-3%	9%
CCSCCNC(=O)c1cc(-n2cnnc2)ccc1Cl
    i	i	i	-4%	-4%	i	2%	2.2%	0%	-6%	-20%
Cn1c(=O)oc2cc(S(=O)(=O)N3CCCC(C(=O)NCC4COc5ccccc5O4)C3)ccc21 (stereo unspecified)
    .	.	.	8%	-4%[2.3 µM]	.	6%	0.5%	.	3%	-4%
CCC(NS(=O)(=O)c1ccc(C)cc1)C(=O)N1CCC2(O)CCCCC2C1 (stereo unspecified)
    i	?	i	10%	-3%	i	1%	5.4%[0.369 µM]	2%	-2%	4%
COc1cccc(C(=O)OCC(=O)Nc2ccccc2N2CCOCC2)c1
    i	i	i	-3%	0%	i	4%	.	-1%	-4%	-1%
CS(=O)(=O)N1CCN(C(=O)c2ccncc2)CC1
    i	i	i	-1%	-11%	?	-1%	-1.9%	4%	-8%	4%
CCOC(=O)c1c(C)[nH]c(C(=O)CN2C(=O)NC(C)(c3ccc(C)cc3)C2=O)c1C (stereo unspecified)
    i	i	i	10%	-7%	?	-1%	0.2%[57.5 µM]	-1%	-4%	?
Cc1cc(Oc2ccccc2)nc2ccc(O)cc12
    .	.	.	25µM*	-4%	.	-6%	-0.7%	-2%	3%	-10%
OC(COc1ccc(OCc2ccccc2)cc1)CN1CCOCC1 (stereo unspecified)
    i	i	?	14%	-7%	?	-1%	-1.3%	6%	-1%	4%
O=C(Nc1ccc2nc(-c3cccnc3)[nH]c2c1)c1ccco1
    .	.	.	-6%	-1%	.	9%	0.1%	2%	-7%	-1%
C=CCNc1nnc(SCC(=O)N2CCCCC2)c2ccccc12
    i	1.6e-08M*	?	-26%	-3%	i	-1%	.	-5%	-10%	-12%

Only part of the results is shown, so the mix of outcomes need not match the whole.
